MCF10A rerep: A quantitative high throughput screen for small molecules that induce DNA re-replication in MCF 10a normal breast cells. MCF 10A DNA re-replication, Hoechst nuclear intensity, 48 h. Potency, µM (series often up to 46.1 µM), inactives show top-dose activity, positive = re-replication, most hits filed as activators. actives 2.9% (n = 350,000). AID 624296, 2012; further: potency means the concentration at half of the fitted maximal effect; % of control where 0% means no effect; nearly all actives have a fitted effect of over 50% in size
Nrf2 activator: qHTS of Nrf2 Activators; AREc32 ARE-luciferase reporter (MCF7-derived line), luminescence, 24 h; Potency, µM (series often up to 46.1 µM), without a hit: top-dose activation, usual class: activators; actives 0.31% (n = 410,000); further: potency means the concentration at half of the fitted maximal effect; % of control where 0% means no effect; nearly all actives have a fitted effect of over 65% in size
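Luciferase luminescence (Steady-Glo, 30 min at room temperature) served as the read-out of ARE activation in AREc32 cells treated with compounds for 24 hr at 37 deg C.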
TGFb SMAD3 inh: qHTS for Inhibitors of TGF-b; HepG2 CAGA-GFP TGF-b/SMAD3 reporter, GFP fluorescence, 18 h; TGF-beta stimulated, 500 pg/mL final; Potency, µM (titrated, usually from 46.1 µM), without a hit: top-dose activity, negative = inhibition, most hits filed as inhibitors; actives 1.2% (n = 410,000); AID 588855, 2011; further: potency means the concentration at half of the fitted maximal effect; on the % scale 0 is the no-effect control and ±100 the full control effect; nearly all actives have a fitted effect of over 65% in size
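Cell-based qHTS in HEPG2 carrying a CAGA-GFP Smad reporter; compounds added before 500 pg/mL final TGF-beta, 18 h incubation at 37 degrees C, GFP fluorescence quantified per cell by imaging cytometry.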
ATXN viability: Viability Counterscreen for Primary qHTS for Inhibitors of ATXN expression. S2 cells (HEK-293 line with an ATXN2-luciferase reporter) viability, CellTiter-Fluor protease fluorescence, 24 h. Potency, µM (series often up to 56.7 µM), actives largely listed as cytotoxic. actives 0.49% (n = 400,000); further: potency means the concentration at half of the fitted maximal effect; nearly all actives have a fitted effect of over 40% in size
HepG2 tox: qHTS for Inhibitors of TGF-b: Cytotox Counterscreen | AID 588856, 2011 | Potency, µM (highest dose often 46.1 µM), without a hit: at the highest dose activity change, negative = cytotoxicity, usual class: cytotoxic | actives 0.76% (n = 410,000) | HepG2 CAGA-GFP viability, ATP luminescence, 18 h; further: potency means the concentration at half of the fitted maximal effect; some results filed as inactive show a strong effect at the top dose
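HepG2 CAGA-GFP cells (1000/well, DMEM with 1% FBS) received compound, then TGF-beta at 500 pg/mL final, and were incubated 18 hours at 37 degrees C. Viability was read by CellTiter-Glo luminescence. Media-only wells were set as complete cell-killing and DMSO as no toxicity.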
ATXN2 expr inh: Primary qHTS for Inhibitors of ATXN expression; Potency, µM (doses to about 57 µM), inactives show at the highest dose activity change, negative = inhibition, most hits filed as inhibitors; actives 0.72% (n = 360,000); HEK-293 ATXN2-luciferase reporter, luminescence, 24 h; AID 1745845, 2022; further: potency means the concentration at half of the fitted maximal effect; on the % scale 0 is the no-effect control and ±100 the full control effect; nearly all actives have a fitted effect of over 55% in size
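qHTS (up to 57 uM final) was run with 24 h compound exposure of reporter cells at 37 °C. Each well was multiplexed: SteadyGlo luminescence measured ATXN2-luciferase expression after a fluorogenic Gly-Phe-AFC viability readout (25 uM final).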
Nrf2 block: Nrf2 qHTS screen for inhibitors | A549 ARE-Fluc reporter, luciferase luminescence, 18-24 h | Potency, µM (titrated, usually from 46 µM), for inactives: top-dose activity change, negative = inhibition, most hits filed as inhibitors | actives 2.1% (n = 360,000) | AID 504444, 2011; further: potency means the concentration at half of the fitted maximal effect; on the % scale 0 is the no-effect control and ±100 the full control effect; nearly all actives have a fitted effect of over 60% in size
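A549 ARE_Fluc cells (5000/well, 5% FBS OPTI-MEM) pre-incubated 2 h, then treated with compounds 18-24 h at 37C/5% CO2 in concentration-response. CellTiter-Fluor viability read first; BugLite luciferase luminescence after 15 min at room temperature gives Nrf2 activity.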
IL-1B inflam inh: qHTS for Inhibitors of Inflammasome Signaling: IL-1-beta AlphaLISA Primary Screen; THP-1 LPS/ATP IL-1B secretion, AlphaLISA, 16 h; stronger effect = lower value; activity change, % at 57.5 µM; actives 4.7% (n = 360,000); AID 743279, 2014; in the data active means activity change below about -50%; inconclusive means mostly about -30% to -49%; further: on the % scale 0 is the no-effect control and ±100 the full control effect
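Secreted IL-1B measured by AlphaLISA bead assay after 16 h compound exposure of THP-1 cells; compounds (final up to 57.5 uM) added 1 h before LPS (250 ng/mL) and ATP (1.25 mM) stimulation; lower signal means less secretion.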
A549 tox: Nrf2 qHTS screen for inhibitors: counterscreen for cytotoxicity; A549 ARE-Fluc cells, CellTiter-Fluor viability, 18-24 h; Potency, µM (doses to about 46 µM), without a hit: top-dose activity change, negative = cytotoxicity, usual class: inhibitors; actives 0.16% (n = 390,000); AID 504648, 2011; further: potency means the concentration at half of the fitted maximal effect; on the % scale 0 is the no-effect control and ±100 the full control effect
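Cytotoxicity counterscreen: CellTiter-Fluor fluorescence was measured in A549 ARE_Fluc cells after 18-24 h of compound exposure in a concentration series. The subsequent BugLite luminescent read reports ARE-luciferase activity.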
* marks the source's active call; other numbers are inactive results; i = inactive; ? = inconclusive; . = not tested or not shown; [ ] = dose if it differs, or a comment. Unless noted, the call rests on the fitted dose curve; in most records, active means well fitted curve in the direction sought with a large enough effect; inconclusive means small, poorly fitted or top-dose-only effect, or another doubt; inactive means no such curve, though single readings can be large; an effect the other way counts as inactive or inconclusive.

Results follow in this order: MCF10A rerep | Nrf2 activator | TGFb SMAD3 inh | ATXN viability | HepG2 tox | ATXN2 expr inh | Nrf2 block | IL-1B inflam inh | A549 tox
1: Cc1ccc(-n2c(=O)c3c(C)c(C)sc3n(Cc3ccc(F)cc3Cl)c2=O)cc1C
    . | -0.7% | -7% | i | -3% | 6% | 7%[9.27 µM] | . | 2%
2: Cc1oc(-c2cccs2)cc1C(=O)N1CCCC(C)(C(=O)O)C1 (stereo not given)
    . | 0.3% | 4% | i | 3% | 17% | . | 27 | .
3: COc1ccc(-n2nc3c(c2NC(=O)c2cc4ccccc4o2)CS(=O)(=O)C3)cc1
    14% | 3.1% | 1% | i | -6% | 3% | -10% | i | 3%
4: O=C(O)CCc1ccc(-c2ccccc2)n1-c1cccc(Br)c1
    . | 21% | ? | i | -11% | 2% | 5% | . | -6%
5: Cc1ccccc1C(=O)N1CCN(c2ncnc3c2cnn3-c2ccccc2)CC1
    ? | 2.8% | 0% | i | -27% | -32% | ? | ? | ?
6: CC(=O)Nc1cccc(Nc2ccc(C#N)cc2)c1
    . | 2.5% | -6% | i | -13% | 15% | . | -18 | .
7: CCC(=O)N(Cc1cc2ccccc2[nH]c1=O)c1ccc(OC)cc1
    0% | 2.1% | 3% | i | -4% | -24% | 1% | -29 | -12%
8: CCOc1ccc(S(=O)(=O)NCCc2sc3nc(-c4ccc(F)cc4)nn3c2C)cc1
    . | 0.4% | ? | . | -37% | . | . | . | -15%
9: Cc1nn(CCCC(=O)Nc2ccccn2)c(C)c1[N+](=O)[O-]
    -5% | 3.3% | -2% | i | -6% | 11% | 5% | 26 | -1%
10: COC(=O)c1ccccc1NC(=S)NC(=O)COc1ccc(C)cc1
    1% | 4.0% | 15% | i | -6% | 16% | 9% | 32 | 4%
11: COc1cc(C(=O)N/N=C/c2ccc(OC(=O)c3ccccc3Cl)cc2)ccc1O
    20% | 0.0% | 0% | i | -16% | -2% | ? | -72* | -2%
12: COc1ccc(CCNC(=O)c2csc3c2CCCCC3)c(OC)c1
    . | 2.7% | -25% | i | -18% | 210%[activator] | ? | . | 9%
13: Cc1ccc(S(=O)(=O)CCC(=O)OCc2cc(=O)oc3cc(C)ccc23)cc1
    -7% | 0.5% | 0% | i | -23% | . | 3% | 16 | 0%
14: O=C(Nc1cc(S(=O)(=O)N2CCCCCC2)ccc1OCC(F)(F)F)c1cnccn1
    -1% | -0.4% | -11% | ? | -29% | -1% | 0% | 33 | -3%
15: Cc1c(N=Nc2ccc(N(C)C)cc2)c(=O)n(-c2ccccc2)n1C
    0% | 3.4% | 24% | ? | -75% | 2%[11.3 µM] | 9% | -14 | 18µM*
16: C[C@@H]1CCCCO[C@H](CN(C)S(=O)(=O)c2ccc(F)cc2)[C@@H](C)CN([C@H](C)CO)C(=O)c2cc(NC(=O)Nc3ccc(C(F)(F)F)cc3)ccc2O1
    . | 0.5% | 2% | i | -31% | 11% | . | -16 | .
17: CNC(=O)C1CCN(S(=O)(=O)c2c(C)noc2/C=C/c2ccc(OC)cc2)CC1
    0% | -0.5% | -27% | i | -53% | -17% | -15% | -20 | 2%
18: O=C(Nc1ccc(Cl)cc1)c1cc2nc(-c3ccc4c(c3)OCO4)cc(C(F)(F)F)n2n1
    . | 0.2% | 1% | i | 13% | 4% | 2% | . | -1%
19: Cc1ccc2oc(=O)c3cc(C(=O)Nc4ccc(C)c(F)c4)sc3c2c1
    . | -1.4% | -2% | i | 11% | 3% | 7% | . | 2%
20: O=C(NCC(O)COc1ccc([N+](=O)[O-])cc1)Nc1ccccc1 (stereo not given)
    2% | 4.2% | -2% | i | -5% | 15% | 12% | . | -4%

Results follow in this order: MCF10A rerep | Nrf2 activator | TGFb SMAD3 inh | ATXN viability | HepG2 tox | ATXN2 expr inh | Nrf2 block | IL-1B inflam inh | A549 tox
21: O=C1CN(C(=O)COc2ccccc2)c2ccccc2N1
    -2% | 0.3% | -4% | i | -1% | 4% | -7% | 3 | 0%
22: Cc1cccc(-c2noc(CN(C(=O)c3ccc(C)c(C)c3)C(C)C)n2)c1
    . | 0.9% | ? | ? | -49% | ? | ? | . | -16%
23: O=c1[nH][nH]c(C(F)(F)F)c1C=NCc1cccc(Cl)c1
    5% | -0.1% | -7% | i | -18% | -5% | 0% | 10 | -3%
24: CN(Cc1ccccc1)C(=O)CN1C(=O)c2ccc([N+](=O)[O-])cc2C1=O
    2% | 0.0% | 0% | i | -1% | 5% | ? | 20 | -9%
25: CC(NC(=O)C(Cc1ccccc1)=NO)c1ccccc1 (stereo not given)
    -5% | 0.2% | -2% | i | -17% | -3% | 5% | -5 | -9%
26: COc1ccccc1CCC(=O)Nc1cc(S(=O)(=O)N2CCCCC2)ccc1N1CCN(C)CC1
    ? | 3.9% | 11% | i | -12% | 4% | 2% | ? | 0%
27: Cn1cccc1-c1cc(C(=O)N/N=C/c2cccc(O)c2)[nH]n1
    -1% | 2.9% | -6% | i | -23% | 11% | 0% | -70* | -1%
28: Cc1nc2c(ncn2-c2ccccc2)c(=O)n1NC(=O)CN1CCCC1
    -1% | -0.2% | -6% | . | -1% | . | 7% | -5 | -10%
29: COc1ccc(COC(=O)c2[nH]c3c(c2C)C(=O)CC(c2ccc(OC)c(OC)c2)C3)cc1 (stereo not given)
    . | -0.9% | -19% | . | -20% | . | 6.5µM* | . | -8%
30: Cc1c(C)c(C)c(S(=O)(=O)Nc2ccc3[nH]c(=O)[nH]c3c2)c(C)c1C
    -5% | -0.3% | 8% | i | 5% | -2% | ? | 25 | -8%
31: Cc1cccc(NC(=O)Cn2c(=O)n(CCCCCC(=O)NCc3ccc4c(c3)OCO4)c(=O)c3sccc32)c1
    . | 1.1% | -29% | . | 2% | . | -7% | . | -2%
32: CCSc1ncc(Cl)c(C(=O)Nc2ccc(S(=O)(=O)N(C)c3ccccc3)cc2)n1
    . | 4.9% | -29% | i | -5% | -4% | ? | . | 1%
33: N#CC1(NC(=O)COC(=O)Cc2c[nH]c3ccccc23)CCCCC1
    . | 0.0% | -9% | i | -17% | . | . | 11 | .
34: CCC(C)c1ccc(NS(=O)(=O)c2c(C)[nH]c(=O)[nH]c2=O)cc1 (stereo not given)
    -7% | -0.9% | 14% | i | -7% | 5% | 0% | 1 | 8%
35: O=C(c1ccc2c(=O)n3c(nc2c1)CCCCC3)N1CCN(c2ccccc2)CC1
    7% | -0.1% | -24% | i | -15% | 1% | -3% | -2 | -5%
36: Cc1cc(NC(=O)CSc2nc(N)c(NC(=O)c3ccccc3)c(=O)[nH]2)no1
    4% | -0.1% | 10% | i | -2% | -16% | -4% | -29 | 7%
37: Cc1cc(-c2ccc(Cl)cc2)c2cnn(C(C)C)c2n1
    14% | -0.4% | ? | i | -42% | 4% | 0% | -30 | 1%
38: CCOC(=O)c1cc(OC(=O)c2ccccc2)n(-c2ccccc2)n1
    -1% | -0.6% | -5% | i | 2% | 8% | -25% | -2 | -1%
39: O=C(/C=C/Nc1ccc(F)c(Cl)c1)c1ccccc1
    8% | 11µM* | -4% | i | -17% | . | ? | 20 | 2%
40: CCC(C)(C)NC(=O)Cc1ccc(F)cc1
    5% | 0.1% | -2% | i | -7% | 3% | 15% | 19 | 1%
41: CSc1cccc(NC(=O)N2CCc3ccc(NC(=O)c4ccccn4)cc3C2)c1
    22% | 4.1% | ? | ? | -32% | . | 10% | -9 | 6%
42: O=C(CSc1nc(-c2ccccc2)c(-c2ccccc2)o1)Nc1nnc(-c2ccccc2)s1
    0% | 0.3% | 2% | i | -4% | 1% | -10% | 0 | 10%
43: COC(=O)CN1C(=O)COc2ccc(S(=O)(=O)N3CCOCC3)cc21
    -3% | 0.0% | 1% | ? | -5% | 3% | 3% | 24 | -2%

Reformatted in markdown: part of the list above.
| # | canonical_smiles | MCF10A rerep | Nrf2 activator | TGFb SMAD3 inh | ATXN viability | HepG2 tox | ATXN2 expr inh | Nrf2 block | IL-1B inflam inh | A549 tox |
| --- | --- | --- | --- | --- | --- | --- | --- | --- | --- | --- |
| 7 | CCC(=O)N(Cc1cc2ccccc2[nH]c1=O)c1ccc(OC)cc1 | 0% | 2.1% | 3% | i | -4% | -24% | 1% | -29 | -12% |
| 8 | CCOc1ccc(S(=O)(=O)NCCc2sc3nc(-c4ccc(F)cc4)nn3c2C)cc1 | . | 0.4% | ? | . | -37% | . | . | . | -15% |
| 9 | Cc1nn(CCCC(=O)Nc2ccccn2)c(C)c1[N+](=O)[O-] | -5% | 3.3% | -2% | i | -6% | 11% | 5% | 26 | -1% |
| 10 | COC(=O)c1ccccc1NC(=S)NC(=O)COc1ccc(C)cc1 | 1% | 4.0% | 15% | i | -6% | 16% | 9% | 32 | 4% |
| 11 | COc1cc(C(=O)N/N=C/c2ccc(OC(=O)c3ccccc3Cl)cc2)ccc1O | 20% | 0.0% | 0% | i | -16% | -2% | ? | -72* | -2% |
| 12 | COc1ccc(CCNC(=O)c2csc3c2CCCCC3)c(OC)c1 | . | 2.7% | -25% | i | -18% | 210%[activator] | ? | . | 9% |
| 13 | Cc1ccc(S(=O)(=O)CCC(=O)OCc2cc(=O)oc3cc(C)ccc23)cc1 | -7% | 0.5% | 0% | i | -23% | . | 3% | 16 | 0% |
| 14 | O=C(Nc1cc(S(=O)(=O)N2CCCCCC2)ccc1OCC(F)(F)F)c1cnccn1 | -1% | -0.4% | -11% | ? | -29% | -1% | 0% | 33 | -3% |
